AI-2 QS mod: modulates the Vibrio harveyi AI-2 quorum sensing system; activity change, % at 7.5 µM; 300,000 tested, 0.4% active; Vibrio harveyi JMH597 AI-2 luminescence/OD600 ratio, 9 h; stronger effect = lower value; strain lacks LuxN and CqsS sensors; 0 = neutral-control median; in the data active means activity change below about -75%, passing the limit was not always enough;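 further: luminescence divided by OD600 gain over 9 h not by final OD600 alone; inactives centre near 13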
TRPC4 PAM: allosteric potentiators of mouse TRPC4 channel | 310,000 tested, 0.42% active | B-score at 10 µM | HEK293 TRPC4beta/mu-opioid, DAMGO EC20, Fluo-4 Ca2+ flux; stronger effect = higher value | AID 2227 | Q9QUQ5;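 active means B-score of calcium response area above 5 SD of library B-scores, with initial fluorescence ratio within 5 SD of library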;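 further: B-score of integrated fluorescence ratio over time as area under calcium response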
TRPC4 act: TRPC4 (mouse) channel activation; Q9QUQ5; AID 2237; 310,000 tested, 0.49% active; B-score at 10 µM; HEK293 TRPC4beta/mu-opioid, Fluo4 calcium fluorescence; stronger effect = higher value;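 active means B-score above 5 SD of library B-scores, and initial fluorescence ratio not above library mean plus 5 SD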;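 further: positive B-score marks a calcium rise read as TRPC4 activation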
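System – HEK293 cells stably co-expressing mouse TRPC4beta and mu-opioid receptor · Signal – Fluo4 calcium-sensitive dye fluorescence, kinetic, 1 Hz baseline · Benchmarks – buffer (low) and maximal DAMGO (high) · Read-out – B score of integrated fluorescence ratio per well · Incubation – dye loading 45 min room temperature, 110 s kinetic read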
MrgX1 ag: activates human MrgX1 receptor signaling | Q96LB2 | MrgX1-HEK293 cells, Fluo-4 calcium fluorescence, agonist mode; stronger effect = higher value | B-score at 10 µM | 310,000 tested, 0.44% active;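 active means calcium response B-score plate-corrected fluorescence ratio at least 3 library SD, with starting fluorescence B-score inside 5 SD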
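Material – MrgX1-expressing HEK293 cells · Input – 15,000 cells seeded per well · Dosing – compound as first of three additions · Times – overnight seeding, then 1 h dark dye loading · Measured by – kinetic Fluo-4 NW fluorescence of intracellular calcium · Read-out – B-scored fluorescence response ratio · Benchmarks – positive and negative control wells on each plate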
TRPC6 act: activators of mouse TRPC6 channel; Q61143; HEK293-TRPC6 membrane potential dye fluorescence; stronger effect = higher value; B-score at 10 µM; 310,000 tested, 0.13% active; AID 2550;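 active means B-score of the integrated fluorescence ratio above library mean plus 3 SD, and starting fluorescence ratio within library mean plus 5 SD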;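 further: higher score means more depolarization so channel activation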
Target sequence (Q61143 whole entry, looked up): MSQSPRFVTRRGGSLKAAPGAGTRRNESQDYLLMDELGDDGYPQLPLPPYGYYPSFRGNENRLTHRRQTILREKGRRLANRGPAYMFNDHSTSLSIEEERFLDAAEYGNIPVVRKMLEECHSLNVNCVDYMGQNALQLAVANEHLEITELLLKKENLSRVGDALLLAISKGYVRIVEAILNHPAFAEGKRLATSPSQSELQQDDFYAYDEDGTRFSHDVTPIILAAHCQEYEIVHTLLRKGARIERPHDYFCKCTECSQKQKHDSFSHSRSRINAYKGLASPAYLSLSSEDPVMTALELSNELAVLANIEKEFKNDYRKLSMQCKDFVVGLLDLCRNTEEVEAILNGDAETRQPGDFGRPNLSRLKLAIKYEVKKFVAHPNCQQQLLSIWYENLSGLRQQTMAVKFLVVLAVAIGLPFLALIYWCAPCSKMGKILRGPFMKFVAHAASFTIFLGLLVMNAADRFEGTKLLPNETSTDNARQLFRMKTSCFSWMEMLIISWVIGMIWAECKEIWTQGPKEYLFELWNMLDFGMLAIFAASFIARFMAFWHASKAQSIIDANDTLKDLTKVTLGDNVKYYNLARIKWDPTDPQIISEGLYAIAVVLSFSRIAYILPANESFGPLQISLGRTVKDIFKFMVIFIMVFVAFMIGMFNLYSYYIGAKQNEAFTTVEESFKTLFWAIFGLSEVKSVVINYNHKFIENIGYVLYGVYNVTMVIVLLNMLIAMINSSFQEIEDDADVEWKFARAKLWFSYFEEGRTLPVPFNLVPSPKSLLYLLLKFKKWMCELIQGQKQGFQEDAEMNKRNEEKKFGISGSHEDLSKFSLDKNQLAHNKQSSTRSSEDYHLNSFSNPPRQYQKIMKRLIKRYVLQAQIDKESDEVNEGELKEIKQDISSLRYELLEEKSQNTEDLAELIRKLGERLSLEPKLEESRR
PolyA inhibitor: blocks polyadenylation in yeast reporter cells. calls only at 12 µM. 300,000 tested, 0.02% active. S. cerevisiae SKY197-pL101 polyadenylation reporter, beta-gal luminescence; efflux-impaired pdr1/pdr3 knockout yeast; score 100 = 6 SD above DMSO. AID 1875;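 active means lowest replicate activity score at least 50, where 100 means six control SD above control mean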;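 further: yeast exposed to compound for 9 h at 30 °C; higher score means more reporter readthrough which indicates perturbed polyadenylation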
MrgX1 PAM: human MrgX1 positive allosteric modulation, primary screen | Q96LB2 | MrgX1-HEK293, Fluo-4 calcium flux, FDSS; stronger effect = higher value | B-score at 10 µM | 310,000 tested, 0.63% active | AID 588675;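 active means plate-corrected calcium response at least 3 library SD above typical, normal starting fluorescence, not activating the receptor alone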;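 further: compound read alongside a low EC10 to EC30 dose of BAM8-22 agonist; peak minus trough fluorescence over baseline measured at the second addition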
HIF act: HIF pathway transcriptional activation. AID 1910. U2OS HRE-luciferase reporter, luminescence; normalized: DMSO 0%, desferrioxamine 100%. 300,000 tested, 0.32% active. activation, % at 7.5 µM (by protocol);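 active means mean activation of at least 10% of the iron chelator positive control signal, with at least half of replicates also reaching 10%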
TRPC6 inhibitor: inhibitors of mouse TRPC6 channel. Q61143. HEK293-TRPC6, membrane potential dye, ACh-evoked depolarization; stronger effect = lower value. B-score at 10 µM. 310,000 tested, 1.1% active;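 active means B-score under library mean minus 3 SD, initial fluorescence not abnormally high, positive integrated signal ratio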;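 further: B-score derived from integrated fluorescence ratio over the kinetic read; more negative B-score means stronger inhibition of depolarization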
MrgX1 antagonist: blocks BAM8-22 activation of human MrgX1 receptor | Q96LB2 | MRGX1-HEK293 calcium flux, Fluo-4, BAM8-22 antagonism; stronger effect = lower value | B-score at 10 µM | 310,000 tested, 1.3% active | AID 588676;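 active means calcium-response B-score plate-corrected more than 3 library SD below zero, starting fluorescence within 5 deviations, no agonist response on first addition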;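 further: peak minus trough fluorescence over baseline after final BAM8-22 challenge near maximal dose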
TRPC4 block: inhibitors of mouse TRPC4 channel | Q9QUQ5 | HEK293 TRPC4beta/mu-opioid, DAMGO-evoked Fluo4 calcium flux; stronger effect = lower value | B-score at 10 µM | 300,000 tested, 0.39% active | AID 2247;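 active means B-score over 3 SD under the library average, no early fluorescence shift, positive overall ratio signal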
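material = TRPC4beta/mu-opioid receptor HEK293 cell line | probe or stimulus = sequential submaximal and maximal DAMGO stimulation | compound dosing = one concentration per compound | measured by = Fluo4 Ca2+ flux fluorescence | evaluation = integrated fluorescence ratio relative to baseline, converted to per-well B score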
An asterisk follows results filed as active; i = inactive; / = no result given.

SMILES	AI-2 QS mod	TRPC4 PAM	TRPC4 act	MrgX1 ag	TRPC6 act	PolyA inhibitor	MrgX1 PAM	HIF act	TRPC6 inhibitor	MrgX1 antagonist	TRPC4 block
O=S(=O)(c1ccc(Cl)cc1Cl)N1CCCC1c1cccnc1 (centres undefined)	0	i	i	i	i	i	i	-0.7	i	i	i
COc1ccccc1-n1c(CNCC2CCCO2)nc2ccccc2c1=O (centres undefined)	4	i	i	i	i	i	i	-0.4	i	i	i
Cc1ccsc1C(=O)C1CCCN(CCO)C1 (centres undefined)	12	i	i	i	i	i	i	-0.1	i	i	i
COc1ccc(-n2c(O)c(/C(C)=N/Nc3ccccc3)c(=O)[nH]c2=O)cc1	14	i	i	i	i	i	i	0.0	i	i	i
Cc1ccccc1-c1nc2ccccc2c(=O)n1C	32	i	i	i	i	i	i	-14	i	i	i
CCCOC(=O)C1C2c3ccccc3C(c3ccccc32)C1C(=O)O (centres undefined)	33	i	i	i	i	i	i	0.1	i	i	i
O=[N+]([O-])c1ccc(Nc2ccccc2)cc1	-6	i	i	i	i	i	i	0.3	i	i	i
Cn1ccnc1P(=S)(c1nccn1C)c1nccn1C	14	i	i	i	i	i	i	0.1	i	i	i
CCOc1cc2c(cc1OCC)-n1cccc1C(c1ccc(C(C)C)cc1)NC2 (centres undefined)	14	i	i	i	i	i	i	-1.2	i	-5.2*	i
Cc1cc(OCC(=O)NC(Cc2ccc(Cl)cc2)C(=O)O)c2c3c(c(=O)oc2c1)CCC3 (centres undefined)	17	i	i	i	i	i	i	-0.2	i	i	i
C=CCOC(=O)C1=C(C)OC(N)=C(C(=O)OCC)C12C(=O)N(CC(N)=O)c1ccccc12 (centres undefined)	1	i	i	i	i	i	i	-0.1	i	i	i
COc1cccc(C(=O)C2CCCN(Cc3ccc(F)cc3)C2)c1 (centres undefined)	10	i	i	i	i	i	i	-0.6	i	i	i
CCOC(=O)c1c(C)n(COCCO)c2ccc(O)cc12	16	i	i	i	i	i	i	0.0	i	i	i
CCOc1c(Cl)cc(CNC(C)C(O)c2ccccc2)cc1OC (centres undefined)	10	i	i	i	i	i	i	-0.9	i	i	-6*
N=Cc1c(O)n(-c2ccccc2)c(=O)n(-c2ccccc2)c1=O	20	i	i	i	i	i	i	-0.1	i	i	i
Cc1ccc(C(O)P(=O)(Oc2ccccc2)Oc2ccccc2)cc1 (centres undefined)	25	i	i	i	i	i	i	1.2	i	i	i
C=C(c1ccccc1)P(=O)(O)O	14	i	i	i	i	i	i	-0.5	i	i	i
O=C(CN1CCN(Cc2cccc(Cl)c2)C1=O)N1CCC2(CC1)OCCO2	29	i	i	i	i	i	i	-0.2	i	i	i
Cc1cc(C(=O)N2CCC3(CC2)OCCO3)no1	12	i	i	i	i	i	i	-0.3	i	i	i
Cn1c(O)c(C=NCCN2CCNCC2)c(=O)n(C)c1=O	16	i	i	i	i	i	i	-0.2	i	i	i
CCN(CC)P(=O)(Oc1ccccc1)Oc1ccccc1	22	i	i	i	i	i	i	0.3	i	i	i
CCc1ccc(CN2CCN(Cc3cc(Br)ccc3O)CC2)cc1	60	i	i	i	i	i	i	0.1	i	i	i
O=C(CCC(=O)N1CCC2(CC1)OCCO2)Nc1nnc(C2CCCCC2)s1	24	i	i	i	i	i	i	-0.3	i	i	i
Cc1cccc(C2=NCC(=O)N(CC(=O)NCc3ccco3)c3sc4c(c32)CCCC4)c1	-3	i	i	i	i	i	i	-1.3	i	i	i
O=c1c2ccccc2nc(/C=C/c2ccc(O)cc2)n1-c1ccc(O)cc1	-2	i	i	i	i	i	i	0.2	i	i	i
CCOc1cccc(C2NCc3ccccc3-n3cccc32)c1O (centres undefined)	17	i	i	i	i	i	i	-1.0	i	i	i
CC1=NN(c2ccccc2)C(=O)C1/C=C1/C(=O)NC(=O)N(c2cc(C)cc(C)c2)C1=O (centres undefined)	2	i	i	i	i	i	i	2.4	i	i	i
CC1N=C(c2ccccc2)c2cc(Br)ccc2NC1=O (centres undefined)	7	i	i	i	i	i	i	0.5	i	i	i
Cn1cc(C(=O)N2CCCCC2)c2ccccc21	0	i	i	i	i	i	i	-0.1	i	i	i
CC(C)N1C(=O)CCC1C(=O)N1CCC2(CC1)OCCO2 (centres undefined)	-9	i	i	i	i	i	i	-0.2	i	i	i
CCN(CC)c1ccc(CN2CC=C(c3ccc(F)cc3)CC2)cc1	-7	i	i	i	i	i	i	0.1	i	i	i
CCN1C(=O)/C(=C/c2ccc3c(c2)CCN3CCCCl)C(=O)NC1=S	-40	i	i	i	i	i	i	-1.6	i	i	i
CN(C)C(CNC(=O)Cc1c(Cl)cccc1Cl)c1ccccc1 (centres undefined)	20	i	219*	i	i	i	i	-0.6	i	i	i
C=CCn1c(O)c(C(CC)=NCCCO)c(=O)[nH]c1=O	10	i	i	i	i	i	i	0.7	i	i	i
COC(=O)C1=C(c2cc3ccccc3o2)C[C@@H]2CC[C@H]1N2C(=O)NCCNC(C)=O	4	i	i	i	i	i	i	0.1	i	i	i
O=C(CN1CCCCC1)c1ccc2c(c1)OCO2	2	i	i	i	i	i	i	0.3	i	i	i
Cc1cc(N=Nc2ccccc2C)ccc1N	12	/	/	i	/	i	i	2.0	/	i	/
O=C(O)CCn1cc(C=C2C(=O)NC(=O)NC2=O)c(-c2cc3ccccc3oc2=O)n1	18	i	i	i	i	i	i	-0.8	i	i	i
COc1cc(OC)c(OC)cc1CNCCc1ccc(F)cc1	15	i	i	i	i	i	i	-11	i	i	i
CN1CCN(/N=C/c2c(O)n(Cc3ccc(F)cc3)c(=O)[nH]c2=O)CC1	-11	i	i	i	i	i	i	-0.4	i	i	i
OCCN1C2CCC1CC(O)(c1ccc(F)cc1)C2 (centres undefined)	17	i	i	i	i	i	i	1.0	i	i	i
COc1ccc(N2C(=O)NC(=O)/C(=C/c3cccc(OC(=O)c4cccs4)c3)C2=O)cc1Cl	19	i	i	i	i	i	i	-0.2	i	i	i
O=C(Cc1ccccc1)OCn1nnc2ccccc2c1=O	-2	i	i	i	i	i	i	-0.2	i	i	i
CN1CCN(c2cc(N3CCNCC3)ccc2[N+](=O)[O-])CC1	-3	i	i	i	i	i	i	0.3	-9.5*	i	i
CCCc1nnc(NC(=O)CCC(=O)N2CCN(CCOC(c3ccccc3)c3ccccc3)CC2)s1	15	i	i	i	i	i	i	-0.7	i	i	i
Cc1nn(C)c(C)c1/C=C1/CC2C3CC=C4CC(O)CCC4(C)C3CCC2(C)C1=O (centres undefined)	16	i	i	i	i	i	i	0.0	i	i	i
Cn1c(O)c(C=Nc2ccccc2-c2ccccc2)c(=O)n(C)c1=O	/	i	i	i	i	i	i	-0.7	i	i	i
CCOc1ccc(Cl)cc1CNCCc1ccc(F)cc1	21	i	i	i	i	i	i	-0.4	i	i	i
CCOC(=O)C1(CCc2ccccc2)CCN(C(C)CSC)CC1 (centres undefined)	22	i	i	i	i	i	i	-0.1	i	i	i
CCOc1ccc(NC2=NCCCS2)cc1	13	i	i	i	i	i	i	-0.2	i	i	i
N/C(=N\[N+](=O)[O-])N/N=C/c1ccc(O)cc1	6	i	i	i	i	i	i	0.0	i	i	i
COC(=O)C1=C(c2cc3ccccc3s2)C[C@@H]2CC[C@H]1N2C(=O)N1CCC(C)CC1	-16	i	i	i	i	i	i	0.1	i	i	i
COc1ccccc1-n1c(Cc2ccccc2)nc2ccccc2c1=O	13	i	i	i	i	i	i	-3.4	i	i	i
CCOc1ccccc1-n1c(O)c(C=NCCCn2ccnc2)c(=O)[nH]c1=O	6	i	i	i	i	i	i	-1.0	i	i	i
CCc1ccc(OCC(=O)N2CCN(Cc3ccc4c(c3)OCO4)CC2)cc1	36	i	i	i	i	i	i	0.2	i	i	i
O=C(CCNC(=O)N1C[C@H]2C[C@@H](C1)c1cccc(=O)n1C2)Nc1cccc(Cl)c1	19	i	i	i	i	i	i	0.3	i	i	i
CCCC/C(=N\O)c1c[nH]c2ccccc12	28	i	i	i	i	i	i	-0.2	i	i	i
CCCNC(=O)c1c(N)n(Cc2ccc3c(c2)OCO3)c2nc3ccccc3nc12	13	i	i	i	i	/	i	0.0	i	i	i
NC(=O)c1ccc(C(=O)Nc2ccc([As](=O)(O)O)cc2)cc1	21	i	i	i	i	i	i	1.6	i	i	i

Single records, as listed above. Order of screens: AI-2 QS mod | TRPC4 PAM | TRPC4 act | MrgX1 ag | TRPC6 act | PolyA inhibitor | MrgX1 PAM | HIF act | TRPC6 inhibitor | MrgX1 antagonist | TRPC4 block
Entry for `OCCN1C2CCC1CC(O)(c1ccc(F)cc1)C2` (centres undefined) : 17 | i | i | i | i | i | i | 1.0 | i | i | i
Entry for `N/C(=N\[N+](=O)[O-])N/N=C/c1ccc(O)cc1` : 6 | i | i | i | i | i | i | 0.0 | i | i | i
Entry for `COc1ccccc1-n1c(Cc2ccccc2)nc2ccccc2c1=O` : 13 | i | i | i | i | i | i | -3.4 | i | i | i
Entry for `CCCC/C(=N\O)c1c[nH]c2ccccc12` : 28 | i | i | i | i | i | i | -0.2 | i | i | i
Entry for `CCOc1ccccc1-n1c(O)c(C=NCCCn2ccnc2)c(=O)[nH]c1=O` : 6 | i | i | i | i | i | i | -1.0 | i | i | i

Source: PubChem BioAssay

A portion of the library; the hit share may differ from the screen's.
